Screening data as filed in PubChem BioAssay.
DNMT1 inh: DNMT1 (human) enzyme inhibition | P26358 | DNMT1 molecular beacon, Hinp1I cleavage, fluorescence | inhibition (reported as % activation of signal), % at 10 µM | 360,000 tested, 0.83% active; in the data active = inhibition above about 50%
TbMetRS inhib: Trypanosoma brucei MetRS inhibition; purified T. brucei MetRS, ATP depletion, Kinase-Glo luminescence; inhibition, % at 11.9 µM; 360,000 tested, 0.4% active; AID 624268;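 active = inhibition above a per-plate cutoff of the control wells' mean inhibition plus 3 SD, cut at about 5.5% in these data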;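 also: 0% = DMSO wells median and 100% = median of wells with control inhibitor compound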
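Material: T. brucei methionyl-tRNA synthetase, purified; reagent: substrates ATP, L-methionine and bulk Escherichia coli tRNA; dosing: 11.9 µM single point; timing: 15 min plus 2 h at 25 °C; detection: luminescence of leftover ATP; evaluation: % inhibition; control set: DMSO-only wells as low control; replicates: singlicate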
CSN inh: inhibitors of human CSN-mediated cullin deneddylation | Purified CSN, SCF-Nedd8-OG deneddylation, fluorescence polarization | inhibition, % at 12.5 µM | 360,000 tested, 0.38% active;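 active = pattern-corrected inhibition above about 35%, with an unprinted fluorescence ratio check between 0.5 and 1.5, limit read from the data, passing the limit was not always enough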;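 also: 0% = enzyme with substrate and 100% = substrate without enzyme; some results filed as inactive read as strong as hits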
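Assay system: HEK293T-derived human Csn5 enzyme; quantity: 0.24 nM enzyme; medium: Tris/NaCl/DTT buffer, pH 7.5; also added: substrate SCFSkp2-Nedd8OG, 10 nM; doses: 12.5 µM compound; schedule: 90 min reaction at room temperature; signal: FP; read-out: % inhibition of substrate cleavage by Csn5; benchmarks: substrate-only high control, full reaction low control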
SUMO1-SIM PPI: modulators of human SUMO1-mediated protein-protein interactions; inhibition, % at 20 µM; AID 602429; SUMO1 binding to a labelled peptide, TR-FRET, 1 h; 360,000 tested, 0.33% active; in the data active = inhibition above about 37%
Scp-1 inhibitor: Scp-1 (human) phosphatase inhibition | Q9GZU7 | Recombinant Scp1, phosphopeptide, malachite green phosphate absorbance | 340,000 tested, 0.88% active | inhibition, % at 20 µM;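 active = inhibition above about 50% at 20 µM, limit read from the data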;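 also: plate controls were DMSO wells with enzyme for no effect and wells lacking enzyme for full effect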
Target sequence (Q9GZU7 76-261 limits assumed): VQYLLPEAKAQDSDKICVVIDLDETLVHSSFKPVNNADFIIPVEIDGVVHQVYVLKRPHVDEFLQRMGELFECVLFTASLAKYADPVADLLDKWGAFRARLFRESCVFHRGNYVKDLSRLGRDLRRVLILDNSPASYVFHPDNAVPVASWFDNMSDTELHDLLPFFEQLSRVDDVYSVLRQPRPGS
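Material – SCP-1 phosphatase catalytic domain, residues 76-261 · Buffer or medium – Acidic Tris acetate buffer with magnesium and detergent · Also added – Phospho 17-mer peptide substrate · Compound – single 20 µM dose, 1% DMSO · Times – 45 min room-temperature reaction, 5 min colour, 30 min stabiliser · Technique – Phosphate-binding colour reagent, absorbance read at 630 nm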
MsrA inhibitor: inhibits bovine methionine sulfoxide reductase A | purified bovine MsrA, absorbance read-out | inhibition, % at 15.5 µM | 360,000 tested, 0.75% active | AID 651718; in the data active = inhibition above about 4.5%;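 also: 0% = vehicle wells with enzyme and 100% = reference inhibitor wells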
STEP inh: blocks human striatal-enriched tyrosine phosphatase; P54829; recombinant STEP, OMFP fluorogenic substrate, fluorescence; inhibition, % at 20 µM; 360,000 tested, 0.25% active;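 active = inhibition at 20 µM, scaled per plate between control wells, above about 37%, limit read from the data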;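 also: 0% = DMSO with enzyme and substrate and 100% = substrate only without enzyme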
Target sequence (P54829 whole entry, looked up): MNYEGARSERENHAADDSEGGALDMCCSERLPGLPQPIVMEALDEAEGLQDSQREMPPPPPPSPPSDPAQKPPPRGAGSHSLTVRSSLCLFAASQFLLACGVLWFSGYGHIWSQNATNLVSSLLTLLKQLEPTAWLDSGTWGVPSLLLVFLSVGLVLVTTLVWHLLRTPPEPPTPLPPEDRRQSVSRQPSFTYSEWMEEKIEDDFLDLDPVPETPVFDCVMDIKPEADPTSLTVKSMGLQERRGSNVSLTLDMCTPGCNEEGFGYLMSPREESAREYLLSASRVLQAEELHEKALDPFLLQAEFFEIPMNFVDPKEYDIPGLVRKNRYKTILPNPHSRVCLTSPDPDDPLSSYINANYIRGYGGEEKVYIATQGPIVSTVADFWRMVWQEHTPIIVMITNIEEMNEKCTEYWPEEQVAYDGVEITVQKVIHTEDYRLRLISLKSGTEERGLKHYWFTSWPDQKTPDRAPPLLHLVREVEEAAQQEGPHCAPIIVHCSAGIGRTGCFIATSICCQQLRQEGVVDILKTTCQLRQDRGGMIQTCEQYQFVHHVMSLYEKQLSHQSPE
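medium = Bis-Tris buffer pH 6.0, 2.5 mM DTT, 0.005% Tween 20 | test system = STEP (striatal-enriched tyrosine phosphatase) enzyme, cell-free | measure = normalized % inhibition | compound dosing = 20 µM, 1% DMSO | also added = 25 µM OMFP | schedule = reaction 20 min, ambient temperature | measured by = fluorescence read at 480 nm ex / 540 nm em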
LMPTP block: blocks human LMPTP phosphatase; inhibition, % at 20 µM; AID 651560; 360,000 tested, 0.22% active; P24666; recombinant LMPTP-A, OMFP fluorogenic substrate, fluorescence intensity;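 active = compounds that cut the enzyme signal by at least half of the control window in the single-dose screen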;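 also: plate controls were DMSO wells with enzyme plus substrate for no effect and substrate without enzyme for full effect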
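Test system: LMPTP-A phosphatase enzyme; input: 0.625 nM LMPTP-A final; reagent: OMFP substrate, 400 µM final; compound dosing: 20 µM single dose, 3% DMSO; incubation: 50 min dark incubation at room temperature; measured by: endpoint fluorescence intensity from OMFP dephosphorylation; measure: % inhibition relative to no-enzyme and uninhibited control wells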
NadD block: NadD (S. aureus) enzyme inhibition; purified NadD enzyme, colorimetric absorbance read-out; inhibition, % at 20 µM; 360,000 tested, 0.78% active; AID 602399; in the data active = inhibition above about 26%; also: some compounds past the cut are filed as inactive
Rpn11 block: Rpn11 (human) deubiquitinase inhibition | O00487 | human 26S proteasome, Ub4-pepOG fluorescence polarization; 20S core pre-blocked with epoxomicin | calls only at 20 µM | 360,000 tested, 0.59% active;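 active = inhibition at 20 µM, scaled to each plate's controls, above about 33%, limit read from the data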
Target sequence (O00487 whole entry, looked up): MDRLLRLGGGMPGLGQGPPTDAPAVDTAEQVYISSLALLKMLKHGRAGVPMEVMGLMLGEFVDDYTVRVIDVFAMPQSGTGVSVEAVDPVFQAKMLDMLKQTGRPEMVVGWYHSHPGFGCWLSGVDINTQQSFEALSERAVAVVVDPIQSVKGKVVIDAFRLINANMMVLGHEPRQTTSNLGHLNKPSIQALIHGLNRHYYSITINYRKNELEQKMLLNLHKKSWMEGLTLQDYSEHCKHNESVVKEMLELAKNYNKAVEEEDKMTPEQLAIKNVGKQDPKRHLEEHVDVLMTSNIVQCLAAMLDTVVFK
* = called active by the depositor; i = inactive; x = no result given. The order is random (roughly 3.9% active in at least one column).

SMILES	DNMT1 inh	TbMetRS inhib	CSN inh	SUMO1-SIM PPI	Scp-1 inhibitor	MsrA inhibitor	STEP inh	LMPTP block	NadD block	Rpn11 block
Cc1ccc([N+](=O)[O-])cc1N/C=C/C(=O)c1ccco1	1	-0.7	5	-25	2	0.2	3	-0.2	-4	i
CCn1c(SCC(=O)N(C)CC(=O)Nc2ccc(F)c(F)c2F)nnc1-c1ccco1	2	0.2	-3	1	0	0.5	1	0.2	-5	i
Cc1ccc(N(C(=O)CCC(=O)Nc2cc(C)on2)C(C(=O)NC2CCCC2)c2cccs2)cc1 (stereo not drawn)	4	0.2	1	4	-3	-1.2	3	-0.2	1	i
Cc1nn(C(C)C(=O)NCCN2CCCCCC2)c(=O)c2nn(-c3ccccc3)c(C)c12 (stereo not drawn)	-4	-0.3	1	-7	-2	0.1	-2	9.7	-2	i
CCCN1C(=O)SC(CC(=O)Nc2cccc3ccccc23)C1=O (stereo not drawn)	-12	0.5	-9	11	-15	0.2	1	1.1	-5	i
Cn1c(=O)[nH]c(=O)c2c1nc(N1CCCCC1)n2CCSc1ncccn1	-3	0.6	3	2	-1	-1.3	0	-1.8	3	i
COc1ccc(Cn2c(=S)[nH]c3cc(OC)c(OC)cc3c2=O)cc1	-6	-1.0	4	4	0	-0.1	-1	0.4	1	i
COc1ccc(CCC(=O)OCC(=O)Nc2ccccc2)cc1	4	0.3	4	9	-7	1.0	-1	0.3	-4	i
COc1cc2c(cc1OC)C(C)N(S(=O)(=O)c1cn(C)c(C)n1)CC2 (stereo not drawn)	3	-0.2	1	-2	-8	0.3	-3	-2.1	-5	i
CCOc1ccc(-c2n[nH]c(C)c2Oc2ccc(OC)cc2)c(O)c1	-4	-0.7	-1	-2	-18	0.6	2	1.0	-2	i
Cc1ccc(SCc2[nH]nc3c2C(c2ccco2)C(C#N)=C(N)O3)cc1 (stereo not drawn)	-11	0.8	2	2	-9	0.6	-1	0.0	1	i
COC(=O)C1=C(C)N(C)C(C)=C(C(=O)OC)C1c1ccccn1	4	-1.1	-7	1	-5	0.4	1	-1.2	8	i
Cc1ccc(C)c(NC(=O)Cn2nc(C(F)(F)F)cc2C2CC2)c1	2	-0.9	-1	-4	3	-0.8	-2	-0.7	-4	i
COCCNC(=O)C(c1ccc(O)cc1)N(Cc1ccccc1)C(=O)CCC(=O)Nc1ccccn1 (stereo not drawn)	-1	-0.5	0	3	2	-0.1	-1	-2.3	-3	i
Cc1ncc2c(c1OC(=O)c1ccc([N+](=O)[O-])cc1)COC(C)(C)OC2	-1	-1.3	-2	-27	-5	0.2	-1	-0.6	2	i

In the list so far, 3 have a furan ring, fused or not.
SMILES	DNMT1 inh	TbMetRS inhib	CSN inh	SUMO1-SIM PPI	Scp-1 inhibitor	MsrA inhibitor	STEP inh	LMPTP block	NadD block	Rpn11 block
Cc1ccc([N+](=O)[O-])cc1N/C=C/C(=O)c1ccco1	1	-0.7	5	-25	2	0.2	3	-0.2	-4	i
CCn1c(SCC(=O)N(C)CC(=O)Nc2ccc(F)c(F)c2F)nnc1-c1ccco1	2	0.2	-3	1	0	0.5	1	0.2	-5	i
Cc1ccc(SCc2[nH]nc3c2C(c2ccco2)C(C#N)=C(N)O3)cc1 (stereo not drawn)	-11	0.8	2	2	-9	0.6	-1	0.0	1	i

Further entries:
SMILES	DNMT1 inh	TbMetRS inhib	CSN inh	SUMO1-SIM PPI	Scp-1 inhibitor	MsrA inhibitor	STEP inh	LMPTP block	NadD block	Rpn11 block
O=C(Cc1ccccc1)N/N=C/c1cc(Br)c(Br)o1	3	-1.9	5	-11	5	1.4	0	1.7	1	i
CC(NC(=O)COC(=O)Cc1ccc(Cl)cc1)c1ccccc1 (stereo not drawn)	-10	-0.3	4	-3	-7	0.5	-1	-2.4	-6	i
CC1CC1C(=O)Nc1nc2ccc(S(C)(=O)=O)cc2s1 (stereo not drawn)	4	-0.6	-4	2	2	-0.2	1	-1.0	-1	i
CSc1ncccc1C(=O)Nc1ccc(S(=O)(=O)NC2=NCCCCC2)cc1	0	1.6	-3	3	1	0.5	0	-0.5	1	i
Cc1ccc(N2CC(C(=O)Nc3ccc(N(C)C)cc3)CC2=O)cc1C (stereo not drawn)	-20	0.3	-3	4	0	1.2	2	-0.1	9	i
O=C(Oc1ccc([N+](=O)[O-])cc1)C1CC(=O)N(c2ccc3c(c2)OCCO3)C1 (stereo not drawn)	23	-0.3	-2	-2	69*	1.9	-1	3.8	-2	i
COc1ccccc1CC(Cc1nc2ccccc2[nH]1)c1nc2ccccc2[nH]1 (stereo not drawn)	0	5.7*	0	3	-5	1.3	-4	0.1	6	i
Cc1cc(S(=O)(=O)N2CCOCC2)ccc1OCC(=O)Nc1ccc(F)cc1	0	0.9	-4	-2	-7	-0.4	0	-0.8	-5	i
Cn1cc(CN2CCCC(CO)(Cc3cccc(Cl)c3)C2)cn1 (stereo not drawn)	-1	-0.5	-2	-2	-9	-0.7	0	-1.3	-2	i
CC(=O)c1ccc(NC(=O)CN2C(=O)COc3ccc(Cl)cc32)cc1	-3	-0.4	3	6	-4	-0.6	0	-0.1	1	i
COc1ccccc1OCC(=O)Nc1ccc(S(=O)(=O)N(C)c2ccccc2)cc1	-3	-0.3	-7	-2	-18	1.9	0	3.8	-15	i
CN(Cc1ccccc1)Cc1ccccc1C(O)c1ccccc1 (stereo not drawn)	7	-0.5	4	-8	4	0.2	-3	0.7	2	i
S=C(NC1CCCCC1)N(CCc1nc2ccccc2[nH]1)C1CCCC1	-9	2.2	0	4	-1	-1.7	3	0.6	0	i
CC(=O)c1cccc(-c2csc3ncnc(Sc4nnnn4C)c23)c1	6	-0.7	7	-1	x	1.8	0	-2.2	-2	i
COc1cc(NC(=O)CCc2nc(-c3cccs3)no2)cc(OC)c1OC	-3	-0.6	5	-1	-6	-0.2	-1	0.1	-2	i

Whole records, quoted from the list.
Profile of CC1CC1C(=O)Nc1nc2ccc(S(C)(=O)=O)cc2s1 (stereo not drawn) : DNMT1 inh = 4; TbMetRS inhib = -0.6; CSN inh = -4; SUMO1-SIM PPI = 2; Scp-1 inhibitor = 2; MsrA inhibitor = -0.2; STEP inh = 1; LMPTP block = -1.0; NadD block = -1; Rpn11 block = i
Profile of Cn1cc(CN2CCCC(CO)(Cc3cccc(Cl)c3)C2)cn1 (stereo not drawn) : DNMT1 inh = -1; TbMetRS inhib = -0.5; CSN inh = -2; SUMO1-SIM PPI = -2; Scp-1 inhibitor = -9; MsrA inhibitor = -0.7; STEP inh = 0; LMPTP block = -1.3; NadD block = -2; Rpn11 block = i

(listing goes on)
SMILES	DNMT1 inh	TbMetRS inhib	CSN inh	SUMO1-SIM PPI	Scp-1 inhibitor	MsrA inhibitor	STEP inh	LMPTP block	NadD block	Rpn11 block
Nc1cc(=O)[nH]c(SC/C=C/c2ccccc2)n1	2	-0.6	-2	1	1	-0.6	15	-0.3	1	i
CCN(c1ccccc1)S(=O)(=O)c1ccc(Cl)c(C(=O)OCC(=O)NC(=O)C(C)C)c1	-1	-0.1	4	3	-11	-0.4	-1	5.2	-1	i
COc1ccc([C@H]2/C=C\CN(S(=O)(=O)/C=C/c3ccccc3)[C@@H](C)C(=O)N2Cc2ccc(F)cc2)cc1	3	-0.5	3	-1	8	0.2	3	1.9	6	i
O=C(Nc1sc2c(c1C(=O)O)CCCC2)c1cccc(Cl)c1	-1	-0.7	3	9	-10	1.6	0	-0.8	-9	i
COCc1[nH]nc2c1C(c1ccsc1)C(C#N)=C(N)O2 (stereo not drawn)	-9	-0.1	-4	-3	-3	0.5	6	-1.0	-3	i
O=C(c1cccc([N+](=O)[O-])c1)c1ccc2[nH]c(=O)[nH]c2c1	-6	-0.1	97*	34	-6	1.1	32	11	7	i
Oc1ccc(Br)cc1CNn1cnnc1	3	-1.2	-8	-2	-1	0.4	-1	-2.3	-4	i
C=CCn1c(SCC(=O)c2c(N)n(C)c(=O)n(C)c2=O)nc2sc(CC)cc2c1=O	-2	-0.7	4	5	-3	-0.5	2	-1.4	-6	i
CCN1CCN(c2ncnc3c2c(-c2ccccc2)cn3-c2ccc(F)cc2)CC1	0	-0.7	-2	0	1	0.1	1	-0.1	-7	i
Cc1cc(-c2ccc(Cl)cc2)c(C#N)c(N)n1	15	-1.5	3	-21	-3	1.9	-10	-0.9	-8	i
CC(=O)c1c(C)[nH]c(C(=O)COC(=O)COc2ccccc2F)c1C	-1	-0.3	-8	0	-10	0.4	0	-0.9	0	i
Nc1ccc(NC(=O)c2cccs2)cc1	-7	-0.3	-3	-2	-10	-0.4	-4	-1.0	-4	i
CSCC[C@H](NC(=O)N1CCn2c1nc1ccccc12)C(=O)N[C@@H](C(=O)O)c1ccccc1	-1	-0.1	-1	5	1	-0.5	-5	-2.6	0	i
CC(=O)C(=Cc1ccccc1)c1ccccc1	x	-0.3	-3	-3	x	-0.2	x	-0.5	1	x
Cc1cc(C)c(C(=O)Nc2ccc(S(=O)(=O)Nc3ccccn3)cc2)c(C)c1	0	-0.3	-2	-1	-5	1.5	0	4.4	-1	i
Cc1c(C)n(CC(O)CN2CCCCCC2)c2ccccc12 (stereo not drawn)	-5	-0.3	-1	-1	0	0.5	-2	0.0	-4	i
O=C(NN1C(=O)C2C3c4ccccc4C(c4ccccc43)C2C1=O)C1CC1 (stereo not drawn)	4	-1.4	-3	3	0	2.5	-2	-0.2	-5	i
CC1(c2ccccc2)CC(C)(C)n2c(O)c(C3=NC(=S)NC3=O)c3cccc1c32 (stereo not drawn)	43	-0.4	-5	2	3	-0.3	5	14	33*	i
O=C(/C=C/c1ccc([N+](=O)[O-])o1)NNC(=O)c1ccc(F)cc1	7	0.0	-1	-17	-4	0.3	0	0.3	2	i
N/C(=N\OC(=O)CSc1ccccc1)c1cccc([N+](=O)[O-])c1	-1	-0.6	3	-22	-4	-0.8	4	2.1	-8	i
COc1cc(C)ccc1OCCOCCOc1cccc2ccc(C)nc12	2	-1.5	-1	-4	-12	0.9	-4	-0.2	0	i
COc1ccc(NC(=O)C(=O)N2N=C(C(C)C)CC2(O)C(F)(F)F)cc1 (stereo not drawn)	-4	-0.6	-2	1	-5	-0.5	-1	-0.9	6	i
CCOc1ccc(C(=O)NCC(=O)NCC(c2ccco2)N2CCCCC2)cc1OCC (stereo not drawn)	0	-0.3	2	-23	-4	-1.2	1	-6.9	10	i
